# Jurkat NFkB inh: inhibitors of induced NF-kB luciferase reporter, primary screen, TCR NF-kB activation inhibitor project, cell-based, luminescence, uHTS; Jurkat, PMA/ionomycin-induced NF-kB luciferase reporter; inhibition, % at 4 µM; hit rate 0.53% among 330,000
# 697 NFkB inh: inhibitors of PMA/ionomycin-induced NF-kB reporter, 697 cells, primary screen, B-cell NF-kB inhibitor project, cell-based, luminescence, uHTS. inhibition, % at 4 µM. 697 B-cell NF-kB luciferase reporter, 16 h. hit rate 0.33% among 330,000. AID 435022, 2010; in the data active means inhibition above about 35%
# EBI2 antag: EBI2 receptor antagonists, beta-arrestin recruitment, primary screen, cell-based, luminescence, 7a,25-OHC stimulation, uHTS. G-protein coupled receptor 183 (Homo sapiens), P32249. 7a,25-OHC stimulated. inhibition, % at 5 µM. hit rate 0.81% among 360,000; in the data active means inhibition above about 38%;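 further: enzyme fragment complementation signal reports receptor beta-arrestin coupling in cells; 0% = agonist plus DMSO wells and 100% = wells without agonist; some results beyond the cut were filed as inactive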
# CCR6 antagonist: CCR6 receptor antagonists, primary screen, cell-based, CHO-K1, luminescence, beta-arrestin, uHTS. C-C chemokine receptor type 6 (Homo sapiens), P51684. CHO-K1 CCR6 PathHunter beta-arrestin, CCL20-stimulated. inhibition, % at 20 µM. hit rate 0.49% among 340,000;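 active means compounds whose inhibition of the agonist-driven luminescence signal at 20 µM reaches about 50%, limit read from the data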;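 further: cells stimulated with CCL20 at 14 nM final; plate controls were DMSO with CCL20 for no effect and DMSO without agonist for full effect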
# Target sequence (P51684 whole entry, looked up): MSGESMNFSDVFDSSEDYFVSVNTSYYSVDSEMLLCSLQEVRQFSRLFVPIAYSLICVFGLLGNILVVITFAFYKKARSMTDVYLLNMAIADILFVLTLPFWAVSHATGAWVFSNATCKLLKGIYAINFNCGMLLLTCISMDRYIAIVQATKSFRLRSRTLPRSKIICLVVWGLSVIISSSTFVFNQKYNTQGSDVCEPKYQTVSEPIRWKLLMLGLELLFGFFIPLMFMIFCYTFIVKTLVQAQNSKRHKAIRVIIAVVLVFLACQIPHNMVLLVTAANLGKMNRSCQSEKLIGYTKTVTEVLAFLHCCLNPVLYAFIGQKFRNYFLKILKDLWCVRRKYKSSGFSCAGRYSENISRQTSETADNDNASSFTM
# Gli-Sufu antag: Gli-Sufu pathway antagonists, primary screen, luciferase luminescence, Sufu-KO-LIGHT cells, uHTS; Sufu-KO-LIGHT fibroblasts, Gli luciferase reporter luminescence; inhibition, % at 5 µM; hit rate 0.74% among 340,000; AID 588413, 2011;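 active means inhibition above about 55%, limit read from the data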;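 further: 0% = DMSO-treated cells and 100% = wells with medium but no cells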
# UBC13 inh: UBC13 polyubiquitin chain formation inhibitors, primary screen, biochemical, TR-FRET, uHTS | AID 485273, 2010 | inhibition, % at 20 µM | hit rate 0.47% among 330,000 | Ubiquitin-conjugating enzyme E2 N (Homo sapiens), P61088; in the data active means inhibition above about 45%, passing the limit was not always enough
# Target sequence (P61088 whole entry, looked up): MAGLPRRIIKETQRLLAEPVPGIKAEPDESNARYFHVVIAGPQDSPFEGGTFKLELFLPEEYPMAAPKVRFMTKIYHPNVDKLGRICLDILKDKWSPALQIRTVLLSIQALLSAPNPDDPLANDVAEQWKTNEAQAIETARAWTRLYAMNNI
# SENP8 block: SENP8 protease inhibitors, primary screen, biochemical, luminescence | Sentrin-specific protease 8 (Homo sapiens), Q96LD8 | purified SENP8, Z-RLRGG-aminoluciferin cleavage | inhibition, % at 10 µM | hit rate 1.2% among 330,000 | AID 2540, 2010
# Target sequence (Q96LD8 whole entry, looked up): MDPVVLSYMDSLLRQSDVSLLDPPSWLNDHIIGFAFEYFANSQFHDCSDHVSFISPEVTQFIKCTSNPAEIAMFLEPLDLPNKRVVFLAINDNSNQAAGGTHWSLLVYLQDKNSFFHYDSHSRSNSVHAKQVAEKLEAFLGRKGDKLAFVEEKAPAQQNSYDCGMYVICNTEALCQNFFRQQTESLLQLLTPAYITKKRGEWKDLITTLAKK
# Apaf-1 inh: inhibitors of human Apaf-1 apoptosome, primary screen, biochemical, DEVD-Rh110 fluorescence, uHTS. reconstituted apoptosome caspase-3 activity. inhibition, % at 20 µM. hit rate 0.71% among 330,000; active means inhibition of at least 40% at 20 µM;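 further: plate controls were DMSO wells for no effect and DEVD-CHO caspase inhibitor wells for full effect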
#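 detection = Rh110 fluorescence intensity | test system = biochemical Apaf-1 apoptosome reconstitution | also added = cytochrome c and DEVD-Rh110 substrate | schedule = 30 min plus 50 min, RT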
# * = called active by the depositor; · = no result given; & = joins results of further samples. Unless noted, no stated cut-off is given here; in the data, active means inhibition above about 50%; inactive means the rest.
SMILES,Jurkat NFkB inh,697 NFkB inh,EBI2 antag,CCR6 antagonist,Gli-Sufu antag,UBC13 inh,SENP8 block,Apaf-1 inh
COc1cccc(C2/C(=C(\O)c3ccc4c(c3)OCCO4)C(=O)C(=O)N2CCCN2CCOCC2)c1OC (stereo unspecified),10,3,5,6,-5,-22,4,-6
Cc1cc(C)cc(NC(=O)Cn2ncn3c(cc4ccccc43)c2=O)c1,-1,10,0,18,3,-1,-1,-21
OC(COc1ccccc1)CN1CCCC1 (stereo unspecified),3,23,2,0,-3,0,-1,-7
Cc1ccc(Cl)cc1NC(=O)c1cc(NC(=O)C2CCCCC2C(=O)O)ccc1N1CCOCC1 (stereo unspecified),7,-13,-3,14,-25,8,10,9
COc1ccc(NC(=S)NCc2cccnc2)cc1,-5,5,3,1,-2,6,2,1
CCN(CC)S(=O)(=O)c1ccc(S(=O)(=O)N2CCC(C(=O)NC3CCN(Cc4ccccc4)CC3)CC2)cc1,5,-1,5,4,27,-11,-7,-3
COc1ccc(Sc2nc(-c3ccccc3)ncc2OC)cc1,1,-1,22,-1,8,11,-5,1
O=C(COC(=O)Cn1nnc(-c2ccccc2)n1)Nc1cc(F)ccc1F,15,-4,-1,8,4,6,3,-5
CSCc1ccc(C(=O)NCC(c2cccs2)N2CCOCC2)cc1 (stereo unspecified),-2,7,7,-2,-8,-3,-9,13
CCOC(=O)N1CCN(C(=O)CC(=O)Nc2ccc3nc4n(c(=O)c3c2)CCCCC4)CC1,1,16,1,13,24,5,1,3
O=C(O)c1ccc(/C=C/c2nc3sc4c(c3c(=O)[nH]2)CCC4)cc1,-16,14,-8,-6,8,17,-9,-24
CC(=O)c1c(Nc2ccc3c(c2)OCCO3)oc(C)cc1=O,-11,-9,-1,12,-18,-16,1,-2
CCOc1ccc(CNc2ccc3c(c2)ncn3C)cc1,-3,-16,-5,-12,-9,-9,-23,15
COCCCNC(=O)CN1C(=O)c2cccc3cccc1c23,6,-3,-7,9,1,6,8,-5
C[N+](C)(C)CCOP(=O)([O-])OC[C@H](O)CO,-12,-16,-10,-3,8,-14,1,8
CC(C)(C)c1nc2c(s1)CCc1onc(-c3ccc(Cl)cc3)c1-2,-11,16,13,6,-6,3,-19,10
O=C(NCc1ccncc1)c1cnccn1,1,3,-5,6,6,5,2,-1
O=C(NC1CCCc2ccccc21)c1ccc([N+](=O)[O-])cc1 (stereo unspecified),16,6,4,16,-2,-6,-5,1
CCOC(=O)C1CCCN(C(=O)C2CCC(CNS(=O)(=O)c3ccc(NC(C)=O)cc3)CC2)C1 (stereo unspecified),0,10,-3,-14,6,10,-5,0
O=C1N/C(=N\c2ccccn2)SC1Cc1ccccc1Cl (stereo unspecified),3,0,-1,8,-1,4,-4,7

# In the list so far, 4 contain a halogen:
SMILES,Jurkat NFkB inh,697 NFkB inh,EBI2 antag,CCR6 antagonist,Gli-Sufu antag,UBC13 inh,SENP8 block,Apaf-1 inh
Cc1ccc(Cl)cc1NC(=O)c1cc(NC(=O)C2CCCCC2C(=O)O)ccc1N1CCOCC1 (stereo unspecified),7,-13,-3,14,-25,8,10,9
O=C(COC(=O)Cn1nnc(-c2ccccc2)n1)Nc1cc(F)ccc1F,15,-4,-1,8,4,6,3,-5
CC(C)(C)c1nc2c(s1)CCc1onc(-c3ccc(Cl)cc3)c1-2,-11,16,13,6,-6,3,-19,10
O=C1N/C(=N\c2ccccn2)SC1Cc1ccccc1Cl (stereo unspecified),3,0,-1,8,-1,4,-4,7

# Next entries.
SMILES,Jurkat NFkB inh,697 NFkB inh,EBI2 antag,CCR6 antagonist,Gli-Sufu antag,UBC13 inh,SENP8 block,Apaf-1 inh
C=CCNC(=O)c1ccc([N+](=O)[O-])c(Cl)c1,-12,4,-1,4,29,-17,-5,2
CCOc1ccc(C(=O)OCCN(C)C)cc1,4,7,0,-3,1,0,3,2
Cc1cccc(NC(=O)C2CCCN(c3ncnc4c3nc3n4CCCCC3)C2)n1 (stereo unspecified),-7,-30,-7,1,1,4,-5,4
CC(=O)OCC1OC(n2cc(F)c(=O)[nH]c2=O)C(OC(C)=O)C1OC(C)=O (stereo unspecified),31,5,-11,14,5,-6,-5,-2
CCOC(=O)N1CCN(C(=O)COCc2cc(-c3ccc4c(c3)OCO4)on2)CC1,-14,-42,2,7,-5,-8,-7,16
C/C=C/C(=O)OCC(=O)Nc1ccccc1Br,12,4,-2,2,2,-11,0,-19
CCOC(=O)C1=C(C)N[C@@]2(O)c3ccccc3C(=O)[C@@]12O,-8,24,-5,4,14,-10,4,36
COc1cc2c(cc1OC)C(Nc1ccccc1)=NC(C)(C)C2,2,10,-9,-10,5,-12,-8,0
Cc1ccc2occ(/C=N/NC(=O)c3ccccc3C)c(=O)c2c1,9,-21,-4,-18,-14,1,0,14
CN(C(=O)COC(=O)c1cc(S(=O)(=O)N2CCOCC2)c(Cl)cc1Cl)C1CCS(=O)(=O)C1 (stereo unspecified),-16,-7,-3,-3,3,-3,-6,-156
CCCCCCSc1cccc(-c2nc3ccccn3c2NCc2ccccc2)c1,11,-20,-38&-18,-8,-21,24,-1,29
CC(C)(C)OC(=O)C[C@@H]1C/C=C\C[C@@H](CC(=O)N[C@@H](CO)Cc2ccccc2)C(=O)NC[C@@H](c2ccccc2)OC1=O,-9,8,2,-22,1,-1,-2,9
Cc1ccc(-c2n[nH]c3c2C(c2ccccc2)N(c2ccc(C(=O)O)cc2)C3=O)cc1 (stereo unspecified),3,-14,0,1,4,0,-2,16
O=C(N/N=C/c1cn(Cc2cccc(F)c2)c2ccccc12)c1cc(O)cc(O)c1,7,19,-1,4,-12,26,-3,1
CCc1nnc(NC(=O)c2cc(S(=O)(=O)N3CCCCC3)ccc2C)s1,6,14,-5,-1,-1,-14,-6,7
[N-]=[N+]=CC(=O)c1ccnc(C(=O)C=[N+]=[N-])c1,-1,8,1,-5,8,-14,-9,9
COC(=O)c1ccc(COC(=O)[C@@H]2CC(O)CN2S(=O)(=O)c2ccccc2[N+](=O)[O-])cc1 (stereo partly specified),0,-3,-6,9,-10,-1,-14,2
O=C(Nc1cc(F)ccc1F)c1cccc(-n2cnnn2)c1,2,-9,5,12,-9,1,-6,-5
O=C(O)c1ccccc1Nc1ccc([N+](=O)[O-])c2nonc12,5,7,2,38,-5,-100,7,8
Cc1ccc(C)c(NC(=O)CN(C)C(=O)CN2C(=O)C3CCCCC3C2=O)c1 (stereo unspecified),0,-1,3,15,-8,-4,-10,3

# Looked up by structure from above, three records:
SMILES,Jurkat NFkB inh,697 NFkB inh,EBI2 antag,CCR6 antagonist,Gli-Sufu antag,UBC13 inh,SENP8 block,Apaf-1 inh
Cc1ccc(Cl)cc1NC(=O)c1cc(NC(=O)C2CCCCC2C(=O)O)ccc1N1CCOCC1 (stereo unspecified),7,-13,-3,14,-25,8,10,9
O=C(O)c1ccccc1Nc1ccc([N+](=O)[O-])c2nonc12,5,7,2,38,-5,-100,7,8
CCOC(=O)N1CCN(C(=O)CC(=O)Nc2ccc3nc4n(c(=O)c3c2)CCCCC4)CC1,1,16,1,13,24,5,1,3

# The list goes on.
SMILES,Jurkat NFkB inh,697 NFkB inh,EBI2 antag,CCR6 antagonist,Gli-Sufu antag,UBC13 inh,SENP8 block,Apaf-1 inh
O=C(Nc1cccc(S(=O)(=O)N2CCCCC2)c1)c1ccccc1NS(=O)(=O)c1ccc(F)cc1,15,-23,-20,-3,-24,24,0,8
CN(C)/C=C1\NC(=S)N(c2ccc(Cl)cc2)C1=O,-1,-17,-5,-11,-6,-15,-5,1
O=C(CCSc1ccccc1)Nc1nnc(-c2cccs2)o1,-18,-31,0,-4,7,-17,-2,3
CCCC(=O)Nc1ccc(NC(=S)NC(=O)c2ccccc2[N+](=O)[O-])cc1,11,-9,-1,20,-7,-9,-10,0
CCn1c(-c2ccc([N+](=O)[O-])cc2)n[nH]c1=S,-7,-9,2,11,-2,-7,8,8
CCCCNC(=O)CNC(=O)c1cccs1,-4,-3,-12,-11,-4,-10,-5,-5
Cc1c(C(=O)NCCN2CCOCC2)oc2ccccc12,-2,0,-17,1,2,2,-2,0
CCOCCn1c(CN2CCC(Cc3ccccc3)CC2)nc2c1c(=O)n(C)c(=O)n2C,26,-40,-10,12,17,4,10,-1
COc1ccc(CCNC(=O)COC(=O)c2cc(=O)c3ccccc3o2)cc1,2,5,-11,-1,-1,8,12,-13
COc1cccc(NC(=O)Cn2c(SCC(=O)N3CCOCC3)nc3ccccc32)c1,8,29,-11,-18,-3,11,5,-18
Cc1c(N=Cc2ccc(-c3ccc(Cl)cc3)o2)c(=O)n(-c2ccccc2)n1C,-21,-54,-8,28,-3,-12,-16,33
O=C(NCc1ccccn1)c1cc2c(ccc3ccccc32)oc1=O,-12,20,18,8,·,5,-11,-7
CC(=O)N(CC(=O)Nc1sc(C)c(C)c1C(N)=O)Cc1ccccc1,16,18,-6,2,3,2,-6,1
O=C(NCCCN1CCOCC1)C(=O)NCc1ccco1,6,7,0,4,-8,4,0,-13
Cc1ccc(O)c(C(=O)CC(=O)c2ccc(C(C)(C)C)cc2)c1,-33,-25,2,13,-8,2,-12,-5
C#CCNC(=O)C1=C[C@@H](c2coc3ccccc3c2=O)[C@H](CCCO)[C@@H](OCC)O1,6,4,0,0,-18,7,5,26
CCCCC1=CC2=CC(=O)C(C)(OC(=O)CC)C(=O)C2=CN1C1CCCC1 (stereo unspecified),19,-5,-11,-6,7,-39,1,16
CSCCC(NC(=O)c1ccccc1Br)C(=O)NC(C)CCc1ccccc1 (stereo unspecified),-22,18,-4,15,-9,6,8,13
Cc1cc(C)nc(CCNC(=O)c2cc(COc3c(C)cccc3C)on2)n1,10,11,16,8,2,8,-5,-3
O=C(COc1ccccc1F)N/N=C1\CCCc2ccccc21,-66,-92,-7,16,-65,-2,37,7
Cc1ccc(-c2n[nH]c(=O)c3ccccc23)cc1S(=O)(=O)NCC1CCCO1 (stereo unspecified),10,16,-2,6,-13,7,-2,2
CSc1ccccc1OCc1cc(C(=O)N(C)CCc2c(C)n[nH]c2C)no1,-28,-26,7,12,9,5,-13,0
COc1ccc(C(c2c(C)[nH][nH]c2=O)c2c(C)[nH][nH]c2=O)cc1Br,-1,13,-5,-3,12,-12,5,7
CCN1CCN(CC(=O)c2cc(OC)c(OC)c(OC)c2)CC1,3,9,-9,-5,-3,2,5,-14
CC1CCCCN1C(=O)c1ccc(CS(=O)(=O)Cc2ccccc2)cc1 (stereo unspecified),9,-3,-8,1,21,0,1,5
O=[n+]1c2c(n([O-])c3ccccc31)CCCC2,5,14,-13,-7,4,-1,4,-7
Cc1nnc(SCC(=O)Nc2ccc3[nH]c(=O)[nH]c3c2)s1,4,-9,-15,7,3,-3,-8,-3
O=S(=O)(c1ccccc1)c1nc(-c2ccco2)oc1N1CCOCC1,-14,28,6,-2,22,4,1,4
CCCCCN1CC(O)=C(c2ccccc2)C1=N,2,-6,-14,-8,2,6,3,2
COc1ccc2nc3oc(C(=O)N4CCC(C(N)=O)CC4)cc3cc2c1,3,-9,-8,16,-13,12,-1,0

# Record cards, as listed above:
# Profile of C#CCNC(=O)C1=C[C@@H](c2coc3ccccc3c2=O)[C@H](CCCO)[C@@H](OCC)O1 : Jurkat NFkB inh = 6; 697 NFkB inh = 4; EBI2 antag = 0; CCR6 antagonist = 0; Gli-Sufu antag = -18; UBC13 inh = 7; SENP8 block = 5; Apaf-1 inh = 26
# Profile of CCOC(=O)N1CCN(C(=O)CC(=O)Nc2ccc3nc4n(c(=O)c3c2)CCCCC4)CC1 : Jurkat NFkB inh = 1; 697 NFkB inh = 16; EBI2 antag = 1; CCR6 antagonist = 13; Gli-Sufu antag = 24; UBC13 inh = 5; SENP8 block = 1; Apaf-1 inh = 3

# The list is partial, so the mix of outcomes need not match the whole.
